MPTP inh – blocks calcium-induced mitochondrial swelling | isolated mouse mitochondria, Ca2+ swelling absorbance, 30 min | inhibition, % at 10 µM | actives 1.4% (n = 360,000) | AID 602449;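 active means inhibition of 50% or more, scaled per plate between neutral and stimulator controls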;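 further: 0% = DMSO wells given calcium and 100% = 1 mM EGTA wells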
* = called active by the depositor.

SMILES	MPTP inh
COc1ccc(Cn2cc(CN3CC(N4CCSCC4)CS3(=O)=O)nn2)cc1 (stereo unspecified)	-1.5
CC(C)=CCn1c2ccc(NC(=S)NC3CC3)cc2c(=O)n1C	0.7
FC(F)(F)c1nc2nccnc2[nH]1	-1.5
COC(=O)c1ccc2nc(-c3ccc(F)cc3)c(Cc3ccsc3)n2c1	0.2
COC(=O)[C@@]1(Sc2ccc(C)cc2)CC(=O)N(C(=O)/C=C/c2ccccc2)[C@@H]1c1ccccc1	0.1
Cc1ccc(CNC(=O)C2CCN(S(=O)(=O)N3CCC(C)CC3)CC2)cc1	-0.4
CC(C)CC(N)c1csc(Nc2ccc(C(F)(F)F)cn2)n1 (stereo unspecified)	3.4
COCCNC(=O)C1(C)CCN(Cc2ccc(C(C)C)cc2)C1 (stereo unspecified)	-0.6
Cc1ccc(F)cc1C(=O)N1CCCC(c2cc(C(=O)NCc3ccccc3)no2)C1 (stereo unspecified)	0.0
COc1ccccc1Cc1c(-c2ccc(C)cc2)nc2c(C)cc(Br)cn12	1.8
COc1ccc(S(=O)(=O)N(C)C[C@H]2OCc3cn(nn3)CCCC(=O)N([C@@H](C)CO)C[C@@H]2C)cc1	0.3
COc1ccc(CC(=O)Cc2ccc(OC)c(OC)c2)cc1OC	0.7
COc1ccc(OC)c(NC(=O)CCNS(=O)(=O)c2ccc3c(c2)CC(C)N3C(C)=O)c1 (stereo unspecified)	-2.7
FC(F)(F)c1cccc(-c2cc3nc(NC4CCCCC4)ccn3n2)c1	1.0
Cc1cn([C@H]2C[C@H](O)[C@@H](CCC(=O)NCCc3ccc4ccccc4c3)O2)c(=O)[nH]c1=O	-0.5
COc1cc2c(c(Br)c1N)-c1cc(Br)c(N)cc1C2=O	2.2
COC(=O)C[C@H]1C=C[C@H](NS(=O)(=O)c2cn(C)cn2)[C@@H](CO)O1	0.4
CCCCOCCCNC(=O)C[C@@H]1C[C@@]2(C(=O)OCC)CCC=C2N(Cc2ccccc2)C1=O	-0.5
O=C(NC(c1ccccc1)c1ccsc1)C1CCN(Cc2ccccc2)CC1 (stereo unspecified)	1.1
O=C(c1ccc(Cl)cc1)N1CCN(c2ccc(N3CCOCC3)nn2)CC1	0.9
Cc1ccc(Cl)cc1-c1cc(C(=O)NCC2CCCCC2)[nH]n1	20.3
COc1ccc(S(=O)(=O)NNS(=O)(=O)c2ccc(OC)c(OC)c2)cc1OC	0.2
O=C(NC1CCCC1)C(C1CC1)n1c(C2CCCC2)nc2ccccc21 (stereo unspecified)	-0.1
COc1ccc(C(C)(O)c2nc(/C=C/c3ccccc3)cs2)cc1 (stereo unspecified)	2.4

A section from further up:
SMILES	MPTP inh
COc1ccc(Cn2cc(CN3CC(N4CCSCC4)CS3(=O)=O)nn2)cc1 (stereo unspecified)	-1.5
CC(C)=CCn1c2ccc(NC(=S)NC3CC3)cc2c(=O)n1C	0.7
FC(F)(F)c1nc2nccnc2[nH]1	-1.5
COC(=O)c1ccc2nc(-c3ccc(F)cc3)c(Cc3ccsc3)n2c1	0.2
COC(=O)[C@@]1(Sc2ccc(C)cc2)CC(=O)N(C(=O)/C=C/c2ccccc2)[C@@H]1c1ccccc1	0.1

Laid out differently: results already given.
molecule | MPTP inh
O=C(NC(c1ccccc1)c1ccsc1)C1CCN(Cc2ccccc2)CC1 (stereo unspecified) | 1.1
O=C(c1ccc(Cl)cc1)N1CCN(c2ccc(N3CCOCC3)nn2)CC1 | 0.9

Next part:
SMILES	MPTP inh
FC(F)(F)c1ccccc1Cc1c(-c2cccc(Cl)c2)nc2ccc(Br)cn12	2.5
CC(C)c1ccc(CC(=O)N2CCC2(C)C(=O)NS(=O)(=O)c2ccc(Cl)s2)cc1 (stereo unspecified)	1.1
CCN(CC)C(=O)c1cccc(-c2csc(C(C)(NC(C)=O)c3ccccc3)n2)c1 (stereo unspecified)	0.0
COc1ccc(C(O)c2ncc(-c3ccccc3)[nH]2)cc1 (stereo unspecified)	-1.2
Cc1cn([C@H]2C[C@H](O)[C@@H](CNC(=O)[C@H](N)Cc3cscn3)O2)c(=O)[nH]c1=O	-0.3
CCc1nc2c(OCc3ccccc3)cccn2c1N(C)C(=O)Nc1ccccc1OC	-0.1
CC(=O)NCCNc1nc2cc(-c3ccsc3)sc2c(=O)n1C	-0.5
Cc1cc2c(cc1C)-n1nnnc1C(N1CCN(c3ccccc3F)CC1)C(=O)N2 (stereo unspecified)	-1.9
CCOC(=O)N(C)C[C@H]1OCc2cnnn2CCCC(=O)N([C@@H](C)CO)C[C@H]1C	-1.2
Cc1cc(C)n2c(NC3CCCC3)c(-c3cccnc3)nc2n1	2.5
CCc1nc2ccc(C(=O)NCCCN(C)C)cn2c1N(C)CCCc1ccccc1	-0.5
Cc1ccc(NC(=C(C#N)C#N)c2ccccc2)cc1	0.5
CCCNC(=O)c1cc(C2CCCCN2C(=O)c2ccc(C(C)C)cc2)on1 (stereo unspecified)	1.7
CC1=C(C(=O)N2CCCCCC2)CC(CC(=O)NC2CCCCC2)C(=O)N1Cc1ccccc1 (stereo unspecified)	-1.2
COC(=O)[C@]12CCCCC=C1N(Cc1ccc(Cl)cc1Cl)C(=O)[C@H](CC(=O)NCC1CCCCC1)C2	0.4
COc1ccc(NC(=O)CCNC(=O)N2CC(=O)Nc3ccccc32)cc1	0.3
O=C(CN1CCN(S(=O)(=O)c2ccc(Br)s2)CC1)NCC1CCCCC1	0.4
COC(=O)[C@@]1(Sc2ccc(C)cc2)CC(=O)N[C@@H]1c1ccc(C(F)(F)F)cc1	-0.8
COC(=O)CCCn1cc(CN2CC(N(C)C)CS2(=O)=O)nn1 (stereo unspecified)	0.5
CC1(C(=O)NS(=O)(=O)c2ccc3ccccc3c2)CCN1C(=O)CC1CCCCC1 (stereo unspecified)	2.0
Nc1ccc(C(=O)Nc2ccc(Nc3ccncc3)cc2)c([N+](=O)[O-])c1	0.1
COc1ccc(S(=O)(=O)NC(=O)C2(C)CCN2C(=O)CCc2ccc(Cl)cc2Cl)cc1 (stereo unspecified)	0.7
CCCCN1C(=O)C(CC(=O)NC2CCCC2)CC(C(=O)N(CC)CC)=C1C (stereo unspecified)	0.1
O=[N+]([O-])c1ccc(O)c(C=NN2CCCCC2)c1	1.1
CCn1c(SCC(=O)NC2CC2)nc2ccccc21	0.7
O=c1oc(=S)oc2c1[C@H](c1ccc(Cl)cc1)O[C@H](C1CCCC1)C2	1.9
CN1CCN(C(=O)c2cnc(Cc3c[nH]c4ccccc34)c(I)c2)CC1	-0.5
O=C(NCc1ccccc1)C1c2ccccc2OCC(=O)N1CCc1ccccc1 (stereo unspecified)	-0.1
CN(C)c1ccc(-c2csc(C(C)(O)c3ccccc3)n2)cc1 (stereo unspecified)	0.5
CC(C)CNC(=O)C1(C)CCCN1C(=O)c1cccnc1 (stereo unspecified)	0.2
O=C(CN1CCN(C(=O)CCC(=O)N2CCC(c3ccccc3)=N2)CC1)Nc1cccc(F)c1	0.5
COc1cc(-c2cc3nc(NCc4cccs4)ccn3n2)cc(OC)c1OC	1.5
CCCCN1C(=O)C(CC(=O)NCCCN(C)C)CC(C(=O)N(CC)CC)=C1C (stereo unspecified)	-1.4
CC(=O)Nc1ccc(C(=O)N2CCCCC2c2cc(C(=O)NCc3ccccc3)no2)cc1 (stereo unspecified)	0.9
COc1ccc(NC(=O)c2cc(-c3cc(F)ccc3OCC3CCCO3)n[nH]2)c(C)c1 (stereo unspecified)	-0.5
COc1cc(C(C)=O)ccc1OCC(=O)N1CCC(Cc2ccccc2)CC1	1.1
CCN(CC)C(=O)C1=C(C)N(CCC2=CCCCC2)C(=O)C(CC(=O)NC(c2ccccc2)c2ccccc2)C1 (stereo unspecified)	1.0
CCCNC(=O)N[C@H]1CC[C@@H](CCn2cc(-c3cccc(F)c3)nn2)O[C@@H]1CO	1.1
O=C(NCc1cccc(Cl)c1)C1Cc2c(-c3cccc(F)c3)ccnc2O1 (stereo unspecified)	0.2
CCOC(=O)[C@]12CCC=C1N(Cc1ccccc1)C(=O)[C@H](CC(=O)N1CCOCC1)C2	0.1
COC(=O)c1cc(=O)nc(NN=C2c3ccccc3-c3ccccc32)s1	57.8*
CC(C)(C)c1ccc(CC(=O)N2CCC2(C)C(=O)NS(=O)(=O)c2ccc3c(c2)CCO3)cc1 (stereo unspecified)	-0.2
O=C1NC(Cc2ccc(O)cc2)c2nc3cc(F)ccc3c(=O)n2-c2cc3ccccc3cc21 (stereo unspecified)	-1.0
CC(C)C[C@H]1COc2cc(N3CCN(Cc4ccccc4F)CC3)ccc2S(=O)(=O)N1	-0.7
Cc1cccc(C)c1NC(=O)C1(C)CSCC(=O)N1CCc1ccc(O)cc1 (stereo unspecified)	-0.9
O=C(NCc1ccccc1)C1CNCC(C(=O)NCc2ccccc2)C1 (stereo unspecified)	-0.2
OC[C@H]1O[C@H](c2nc(-c3nc(-c4cccs4)no3)cs2)C[C@@H]1O	1.0
O=S(=O)(Nc1ccc(-c2cn3c(n2)SCC3)cc1)c1cc(F)ccc1F	0.1

Look-ups from the entries so far:
OC[C@H]1O[C@H](c2nc(-c3nc(-c4cccs4)no3)cs2)C[C@@H]1O in MPTP inh: 1.0
CC(C)C[C@H]1COc2cc(N3CCN(Cc4ccccc4F)CC3)ccc2S(=O)(=O)N1 in MPTP inh: -0.7
COC(=O)c1cc(=O)nc(NN=C2c3ccccc3-c3ccccc32)s1 in MPTP inh: 57.8*
CCCNC(=O)N[C@H]1CC[C@@H](CCn2cc(-c3cccc(F)c3)nn2)O[C@@H]1CO in MPTP inh: 1.1
O=C(NCc1ccccc1)C1CNCC(C(=O)NCc2ccccc2)C1 (stereo unspecified) in MPTP inh: -0.2
CCOC(=O)[C@]12CCC=C1N(Cc1ccccc1)C(=O)[C@H](CC(=O)N1CCOCC1)C2 in MPTP inh: 0.1
Cc1cccc(C)c1NC(=O)C1(C)CSCC(=O)N1CCc1ccc(O)cc1 (stereo unspecified) in MPTP inh: -0.9

Next structures follow:
SMILES	MPTP inh
C(=C\c1ccc2nncn2c1)/c1ccccc1	0.1
CC(C)C[C@H]1CN(CCCC[C@H]2CNC(=O)C(=O)N2CCc2ccccc2)C(=O)C(=O)N1CCC1CCCCC1	-4.9
COc1cc(CNC[C@H]2O[C@@H](n3cc(C)c(=O)[nH]c3=O)C[C@@H]2O)ccc1OCc1cccc(Cl)c1	-1.1
COc1ccc(-c2coc3c(C(=O)NCc4cccc(Cl)c4)cccc23)c(C)c1	5.0
COc1cccc(CCNC(=O)c2cc(COc3ccc(C)c(C)c3)on2)c1OC	-0.3
CC(C)(C)NC(=O)C(C1CC1)n1c(-c2ccccc2)nc2ccccc21 (stereo unspecified)	0.5
CC(C)C1C(=O)N(Cc2cn(CCC3OCCCO3)nn2)CCS(=O)(=O)N1Cc1ccc(-c2ccc(Cl)cc2)cc1 (stereo unspecified)	-1.7
CCC(O)c1cnc(OCc2ccccc2)nc1OCc1ccccc1 (stereo unspecified)	0.4
CCOC(=O)C1=CCN(S(=O)(=O)c2ccc(C)cc2)C1c1ccc(C)cc1 (stereo unspecified)	0.1
COc1ccc(-c2cnc3c(NC(C)=O)cc(-c4ccsc4)cn23)cc1OC	0.0
COc1ccc(CNC(=O)c2cccc3c(-c4ccc(F)c(F)c4)coc23)cc1OC	87.5*
Cc1ccc(NC(=O)CN2CCN(C(=O)C3CC3)CC2)c(F)c1	3.2
O=C1NC[C@H](CCCCN2C[C@H](Cc3ccc(O)cc3)N(CCC3CCCCC3)C(=O)C2=O)N(CCC2CCCCC2)C1=O	-5.4
c1ccc2cc(C3OCC4(CCCC4)CO3)ccc2c1	1.6
CC(=O)c1c(O)cc2c3c1OC(C)(C)C1CCC(C)(CC31)O2 (stereo unspecified)	1.0
OCCN1CCN(c2nccn3ccnc23)CC1	-0.8
CC(C)C(=O)N1CCCC1(C)C(=O)N(C)Cc1cccc2ccccc12 (stereo unspecified)	-0.2
CCOc1ccc(Cl)cc1-c1cc(C(=O)NCc2cc(C(F)(F)F)cc(C(F)(F)F)c2)[nH]n1	18.7
Cc1ccc([C@H]2C[C@H](O)[C@@H](n3cc(-c4ccc(F)cc4)nn3)CN2CC2CCCCC2)cc1	0.2
CCOC(=O)[C@]12CCC=C1N(Cc1ccc3c(c1)OCO3)C(=O)[C@H](CC(=O)NCCCOC)C2	1.1
O=C1NC[C@H](CCCCN2C[C@@H](Cc3ccccc3)N(CCC3CCCCC3)C(=O)C2=O)N(CCC2CCCCC2)C1=O	-6.9
C[C@@H]1CCCCO[C@H](CN(C)Cc2ccc(C(F)(F)F)cc2)[C@H](C)CN([C@@H](C)CO)C(=O)c2cc(NC(=O)Cc3ccccc3)ccc2O1	-2.7
CC(C)CNc1ncnc2c1ncn2[C@H]1CN(Cc2ccc(F)cc2)C[C@@H](CO)O1	0.8
CC(N)c1csc(NC(=O)c2cc(C(C)(C)C)nn2Cc2ccccc2)n1 (stereo unspecified)	1.8
CC1(C(=O)NS(=O)(=O)c2ccc(F)cc2F)CCN1C(=O)CC(c1ccccc1)c1ccccc1 (stereo unspecified)	0.4
CNc1cccc(-c2ccc(N3CCN(C)CC3)nc2)n1	-0.5
CCCCCNC(=O)C(CCc1ccccc1)n1c(=O)c(-c2cc3ccccc3[nH]2)nc2ccccc21 (stereo unspecified)	2.8
O=C(NCc1ccccc1)c1cc(C2COCCN2S(=O)(=O)c2cccs2)on1 (stereo unspecified)	0.6
COc1ccc(C(c2nnnn2C2CCCC2)N2CCN(C/C=C/c3ccccc3)CC2)cc1 (stereo unspecified)	0.8
CCc1c(-c2ccccc2F)ncn1Cc1cccc(-c2ccccc2)c1	3.2
Cc1cc2nc(-c3ccc(F)cc3)c(Cc3ccccc3)n2c(C)c1Br	2.5
COc1ccc(CCNC(=O)CSc2nc3c(sc(=S)n3-c3ccccc3)c(=O)[nH]2)cc1OC	-0.3
C=Cn1cc(CNC[C@H]2O[C@@H](n3cnc4c(=O)[nH]c(N)nc43)[C@H](O)[C@@H]2O)c(C)n1	-0.9
CC(C)(C)NC(=O)C1(C)CCC(=O)N1CC(F)(F)F (stereo unspecified)	-0.1
CCOC(=O)C1=CCC(c2cccc(Cl)c2)N(S(=O)(=O)c2ccc(C)cc2)C1 (stereo unspecified)	2.4
CN(C(=O)NC1CCCCC1)[C@H]1C[C@H]2c3[nH]c4ccccc4c3CCN2C(=O)[C@H]1CO	0.1
CCCCC1Cc2[nH][nH]c(=O)c2C(c2ccc(F)cc2)O1 (stereo unspecified)	-4.3
O=C(Nc1cccc2cccnc12)c1csc(COCCO)n1	-0.6

Screens (PubChem)

Not all compounds are listed; the hit share may differ from the screen's.
